Assay outcomes from PubChem BioAssay.
CF NFkB block – inhibitors of cystic fibrosis induced NF-kB. KKLEB NF-kB-GFP reporter, PAF-induced, GFP fluorescence overnight. inhibition, % at 5 µM. actives 0.86% (n = 360,000);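 active = at least 50% inhibition at 5 µM, scaled per plate between neutral and stimulator controls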;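 also: PAF is a Pseudomonas aeruginosa culture filtrate used as stimulus; plate controls were PAF-stimulated DMSO wells for no effect and unstimulated DMSO wells for full effect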
SRC3 inh – human NCOA3 inhibition; HEK293 GAL4-SRC3 luciferase reporter, luminescence; Q9Y6Q9; actives 0.17% (n = 360,000); AID 588352; inhibition, % at 3.6 µM;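 active = inhibition above a per-campaign cutoff, the mean of all compounds plus 3 SD, cut at about 60% in these data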;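 also: 0% = DMSO-treated cells and 100% = gossypol-treated cells at 36 µM; higher means less SRC3-driven luciferase light from the GAL4 reporter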
LRH-1 inv ag – inverse agonists of human LRH-1 (NR5A2); HEK293T StAR-luciferase reporter, LRH-1 transfected, 24 h; inhibition, % at 3.6 µM; actives 0.13% (n = 360,000);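 active = inhibition above the mean inhibition of all tested compounds plus 3 SD, cut at about 73% in these data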;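 also: 0% = DMSO wells and 100% = reporter-only cells lacking LRH-1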
Target sequence (O00482 whole entry, looked up): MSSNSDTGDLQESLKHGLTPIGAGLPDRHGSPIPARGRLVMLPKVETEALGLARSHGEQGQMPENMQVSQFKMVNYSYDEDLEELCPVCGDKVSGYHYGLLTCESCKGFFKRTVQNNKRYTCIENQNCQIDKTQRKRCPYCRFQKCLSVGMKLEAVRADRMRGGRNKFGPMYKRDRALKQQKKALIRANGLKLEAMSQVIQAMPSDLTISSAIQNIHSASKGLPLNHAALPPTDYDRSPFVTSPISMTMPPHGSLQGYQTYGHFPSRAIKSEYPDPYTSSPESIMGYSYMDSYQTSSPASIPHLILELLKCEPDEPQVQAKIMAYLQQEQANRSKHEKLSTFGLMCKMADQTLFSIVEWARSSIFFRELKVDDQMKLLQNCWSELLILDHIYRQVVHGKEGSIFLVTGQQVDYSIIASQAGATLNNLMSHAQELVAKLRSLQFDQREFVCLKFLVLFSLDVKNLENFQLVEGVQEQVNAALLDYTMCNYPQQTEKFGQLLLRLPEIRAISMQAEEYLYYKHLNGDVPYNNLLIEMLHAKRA
C8 TRAIL sens – caspase-8 TRAIL sensitization. NB7+C8 cells + TRAIL, ATPlite viability luminescence. inhibition (viability loss, TRAIL sensitization), % at 10 µM. actives 1% (n = 360,000). AID 624354;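 active = compounds causing at least 50% loss of cell viability in the single-dose screen, relative to plate controls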
TWEAK Fn14 block – TWEAK-Fn14 signaling inhibition. actives 2% (n = 360,000). TWEAK-stimulated Fn14 reporter cells, luciferase luminescence, 8 h. inhibition, % at 10 µM; in the data active = inhibition above about 50%
SRC1 inh – human NCOA1 inhibition | Q15788 | HEK293 GAL4-SRC1 luciferase reporter, luminescence | inhibition, % at 3.6 µM | actives 0.12% (n = 360,000) | AID 588354;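 active = inhibition above the campaign mean plus 3 SD, with each screening campaign given its own cutoff, cut at about 60% in these data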;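 also: 0% = DMSO treated cells and 100% = gossypol at 36 µM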
NCOA2 inhibitor – human SRC2 (NCOA2) inhibition; HEK293 GAL4-SRC2 luciferase reporter, luminescence; actives 0.17% (n = 370,000); inhibition, % at 9 µM; Q15596;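 active = inhibition above the mean inhibition of all tested compounds plus 3 SD, set per campaign, cut at about 52% in these data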;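 also: 0% = DMSO treated cells and 100% = cells given Gossypol at 36 µM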
TROY NFkB inh – blocks TROY-dependent signaling in reporter cells; inhibition, % at 10 µM; Q293 LMP1-TROYcd NF-kB luciferase reporter, 4 h; actives 0.98% (n = 360,000); AID 1347056;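 active = compounds whose plate-normalised and pattern-corrected inhibition of the luciferase reporter signal at the single screening dose is 50% or more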
COUP-TFII inh – NR2F2 (human) inhibition, primary screen; inhibition, % at 8.6 µM; P24468; HEK293T NGFI-A luciferase reporter, luminescence; AID 686940; actives 0.7% (n = 370,000);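 active = inhibition above a per-plate cutoff, mean inhibition of test wells between control levels plus 3 SD, cut at about 38% in these data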;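 also: cells cotransfected with COUP-TFII expression vector driving the NGFI-A reporter; 0% = median of COUP-TF2 test wells and 100% = reporter-only cells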
Target sequence (P24468 whole entry, looked up): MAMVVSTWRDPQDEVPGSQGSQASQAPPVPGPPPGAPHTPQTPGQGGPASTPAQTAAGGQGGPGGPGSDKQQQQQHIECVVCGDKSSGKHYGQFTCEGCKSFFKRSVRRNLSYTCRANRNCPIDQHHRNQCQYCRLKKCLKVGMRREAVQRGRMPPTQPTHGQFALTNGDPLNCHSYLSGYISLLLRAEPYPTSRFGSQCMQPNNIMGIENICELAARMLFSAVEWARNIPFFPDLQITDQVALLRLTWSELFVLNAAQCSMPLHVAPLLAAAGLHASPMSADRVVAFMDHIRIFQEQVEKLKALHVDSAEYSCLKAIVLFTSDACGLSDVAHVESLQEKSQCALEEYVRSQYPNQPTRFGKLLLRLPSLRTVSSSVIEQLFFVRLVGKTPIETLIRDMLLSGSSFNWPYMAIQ
LMP1 NFkB inh – reduces LMP1-driven NF-kappaB luciferase signal; LMP1-induced NF-kappaB luciferase reporter cells, luminescence; inhibition, % at 12.5 µM; actives 0.69% (n = 350,000); AID 504558; in the data active = inhibition above about 41%;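 also: 0% = neutral control wells and 100% = reference inhibitor control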
KKLEB tox – CF airway cell cytotoxicity counter-screen. actives 0.36% (n = 360,000). KKLEB CF airway cells viability, ATPlite luminescence, overnight; active compounds read low; cells stimulated with P. aeruginosa culture filtrate. activity change (cytotoxicity), % at 5 µM;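 active = corrected activity change at or below -50% at 5 µM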
Active calls of the source: *; nt = not tested or not shown. Rows are unselected; any-hit rate near 4.2%.

SMILES	CF NFkB block	SRC3 inh	LRH-1 inv ag	C8 TRAIL sens	TWEAK Fn14 block	SRC1 inh	NCOA2 inhibitor	TROY NFkB inh	COUP-TFII inh	LMP1 NFkB inh	KKLEB tox
O=C(O)Cc1ccc(NC(=O)Nc2ccc(Br)cc2)cc1	-1	-6	-4	19	-12	-15	6	-34	17	-1	4
COc1ccc(C(=O)N2CCC(n3nccc3NC(=O)C3CC3)CC2)cc1F	-4	-10	3	4	-1	5	-24	14	7	-4	-2
COc1ccc(C2C(C#N)=C(C)NC3=C2C(=O)CC(C)(C)C3)cc1 (configuration not stated)	-3	3	0	10	-3	-6	4	-3	18	-2	0
Cc1ccc(C(=O)OCC(=O)c2c[nH]c3ccccc23)cc1S(=O)(=O)N1CCCCC1	-2	2	11	-1	39	10	-6	12	13	0	13
COCCCNC(=O)C[C@H]1C[C@H](C(=O)N2CCCCC2)[C@@]2(CCc3ccccc3)c3[nH]c4cc(-c5ccco5)ccc4c3CCN2C1=O	36	4	-31	-5	-4	-4	-2	10	4	5	-6
CCOC(=O)C1CCCN(c2c(N3CCN(C)CC3)c(=O)c2=O)C1 (configuration not stated)	-10	-17	3	-17	5	-3	-19	3	25	10	7
CCN(Cc1ccc(Br)s1)C(=O)CSc1nnc(C2CC2)n1C1CC1	14	0	9	-4	-7	8	-28	-1	11	0	-2
Cn1c(=O)c2c(ncn2CCNC2=NCCCCC2)n(C)c1=O	13	18	5	-17	-2	3	-3	20	5	4	2
O=C1CCN1C1(C(=O)NC2CCCCC2)CCCC1	-6	-5	-3	-15	18	-10	-12	2	3	7	12
Nc1cccc2c1C(=O)N(C(=O)c1ccco1)C2=O	9	20	23	2	-13	4	-15	-23	3	7	3
CC(C)CN(CCCNC(=O)CN1N=C(c2ccc(Cl)cc2)CCC1=O)CC(C)C	-1	-5	8	11	8	-11	-16	-5	16	7	7
COC(=O)c1sccc1NC(=O)c1ccc(C)s1	-17	-14	9	-10	-16	-12	4	-31	-8	-14	10
CC(=O)c1ccccc1NC(=O)COC(=O)/C(=C/c1ccccc1)n1nnnc1C	18	15	26	-3	11	20	-16	13	-5	25	-19
Oc1ccc(Br)cc1/C=N/NC(=S)NCCc1ccccc1	3	8	-8	15	5	-36	-20	5	6	2	-1
Cc1cc(/C=C(\C#N)C(=O)NC2CC2)c(C)[nH]1	-6	-76	-112	21	-9	-80	-37	-22	-56	-20	4
Fc1ccc(Oc2cc(N3CCOCC3)nc(-c3ccccc3)n2)c(F)c1	-11	5	8	-17	0	-27	-2	11	-4	5	-2
Cc1ccc(S(=O)(=O)Cn2nnnc2C(c2ccccc2)N2CCN(c3ncccn3)CC2)cc1 (configuration not stated)	6	-9	10	2	20	-8	-5	2	-6	0	-12
CN(C)c1ccc(C(=O)Nc2nnc(-c3ccc(Cl)cc3)o2)cc1	-6	-3	-36	14	-100	2	-38	-33	3	15	-8
Nc1c(S(=O)(=O)c2cccs2)c2nc3ccccc3nc2n1Cc1ccccc1	-34	5	-16	-15	17	-47	24	41	6	-16	10
COc1ccccc1-c1cnc(C(O)c2cc(Cl)cc(Cl)c2)[nH]1 (configuration not stated)	-26	-5	6	12	0	3	-13	9	3	nt	7
O=C(Nc1cccc(C(=O)O)c1)/C(=C\c1ccc(F)cc1)NC(=O)c1ccco1	16	-3	-2	-7	-13	-16	-28	-17	-9	5	-1
CN(CCc1cn[nH]c1)Cc1nc(Cc2ccccc2F)no1	1	-7	-5	-1	-7	-20	-18	2	25	4	21
CC1CCN(c2ccc3nnc(CCC(=O)NCC(C)c4ccccc4)n3n2)CC1 (configuration not stated)	-1	14	5	-3	-17	-4	10	-7	-8	-6	6
CCN(CC)C(=O)Cn1cc(C(=O)C(=O)NCc2ccccn2)c2ccccc21	16	11	-11	18	-1	-8	2	-23	-5	-8	-12
O=C(Nc1ccc2c(c1)oc1ccccc12)c1ccncc1	-51	-24	-62	16	-12	-24	-15	-44	-19	-19	21
Cc1nc(N)c(C#N)c(-c2cccnc2)c1-c1ccccc1	63*	27	-13	7	41	17	6	4	13	16	-5
COc1ccc(OC)c(CCNC(=O)C2CCN(c3nnc(-n4cccc4)s3)CC2)c1	14	7	12	21	8	-10	-9	3	20	-1	-8
O=S(=O)(NCCc1cn2ccccc2n1)c1ccc2c(c1)CCCC2	-10	11	16	1	10	-19	4	1	10	-5	17
CCOC(=O)[C@]12CCCC=C1N(Cc1ccc(Cl)cc1Cl)C(=O)[C@H](CC(=O)N1CCSCC1)C2	nt	nt	22	-10	0	nt	17	-7	3	nt	nt
Cc1ccccc1NS(=O)(=O)c1ccc(C(=O)N2CC(C)OC(C)C2)cc1 (configuration not stated)	-8	-1	-32	-7	-7	2	-5	13	19	2	10
CC(=O)c1c(C)[nH]c(C(=O)Nc2ccc(F)cc2F)c1C	-28	-22	-32	-30	-15	-27	-9	-16	-34	-8	10
O=C(CC1CC1)Nc1ccc2c(c1)[C@@H]1C[C@H](CC(=O)NC3CCCC3)O[C@@H](CO)[C@@H]1O2	22	3	-3	-11	-5	-3	18	-4	-3	4	-12
Cc1ccc([N+](=O)[O-])cc1-c1ccc2cccc(C)c2n1	8	-1	9	-5	6	-16	2	-45	8	2	-25
O=C1NN(c2ccccc2)C(=O)/C1=C/c1ccc(-c2cccc(C(=O)O)c2)o1	5	-51	-35	-4	-18	-23	-22	-16	2	-7	15
Cc1cc(C)nc(N2CCCC(C(=O)NCc3cccs3)C2)n1 (configuration not stated)	-4	-8	2	-9	-3	14	-8	10	-4	-10	8
C=CCc1cccc2cc(C(=O)NCCOC)c(=O)oc12	-9	11	-1	-12	-15	5	3	-7	-4	-5	2
COc1cc(OC)cc(C(=O)NCC(=O)OCC(=O)Nc2ccc3c(c2)OCO3)c1	2	15	5	-13	-4	-5	-4	-1	17	5	4
O=C(COc1cccc(Oc2ccccc2)c1)Nc1ccc(SC(F)F)cc1	20	5	-31	4	-15	-30	-6	25	-10	-3	-28
O=C(CSc1ncccn1)n1c2c(c3ccccc31)CCCC2	14	4	-6	-11	-8	-18	5	-50	3	11	-4
CC(Oc1ccccc1)C(=O)N1CCN=C1SCc1ccccc1 (configuration not stated)	-10	-19	-3	11	-1	-10	-3	5	8	-16	11
CCc1cc(C(=O)c2ccc(OC)cc2)c(NC(=O)CN2CCN(C)CC2)s1	12	16	2	3	-27	-10	8	10	-14	3	-23
CCn1ncc(Cl)c1C(=O)NC(C)c1ccccc1 (configuration not stated)	-20	-2	-4	-7	5	-9	-15	-4	2	-1	17
Cc1cccc(NC(=O)c2cccnc2)c1C	6	5	4	-6	-9	11	-7	-13	18	-3	-6
COc1cccc(CN(C)C[C@H]2OCc3cnnn3CCCC(=O)N([C@@H](C)CO)C[C@@H]2C)c1	9	-9	-12	-8	-10	4	13	1	2	-3	8
COc1cccc(CNC(=O)c2cccnc2Sc2ccc(C)cc2C)c1	-12	-18	19	-35	-5	-34	-25	4	22	10	-4
CS(=O)(=O)c1ccccc1-c1nnc(NC(=O)c2ccc3ncsc3c2)o1	-5	-24	-12	18	-8	-9	6	-4	-14	6	6
CC(=O)NCCNC(=O)C1(C)Cc2c(-c3ccc(C(N)=O)cc3)ccnc2O1 (configuration not stated)	0	13	-15	-12	0	4	-27	-19	-14	nt	6
CCc1ccc(NC(=O)Cn2c(=O)oc3cc(S(=O)(=O)N4CCOCC4)ccc32)cc1	-16	-22	-13	11	8	-8	8	4	5	-11	5
O=C(N/N=C/c1ccc(-c2cccc([N+](=O)[O-])c2)o1)c1cccs1	-54	-39	20	1	-2	-47	-59	-22	-30	-17	-10
COc1ccc(-c2nnn(CC(=O)N(CC(=O)NC3CCCC3)c3ccccc3)n2)cc1OC	-13	-4	5	-2	-1	-2	13	-5	-8	4	8
CCN1CCN(CC(O)COC(c2ccccc2)c2ccccc2C)CC1 (configuration not stated)	3	0	11	-5	6	2	-3	-11	-14	1	9

Of the compounds above, 14 have a halogen.
SMILES	CF NFkB block	SRC3 inh	LRH-1 inv ag	C8 TRAIL sens	TWEAK Fn14 block	SRC1 inh	NCOA2 inhibitor	TROY NFkB inh	COUP-TFII inh	LMP1 NFkB inh	KKLEB tox
O=C(O)Cc1ccc(NC(=O)Nc2ccc(Br)cc2)cc1	-1	-6	-4	19	-12	-15	6	-34	17	-1	4
COc1ccc(C(=O)N2CCC(n3nccc3NC(=O)C3CC3)CC2)cc1F	-4	-10	3	4	-1	5	-24	14	7	-4	-2
CCN(Cc1ccc(Br)s1)C(=O)CSc1nnc(C2CC2)n1C1CC1	14	0	9	-4	-7	8	-28	-1	11	0	-2
CC(C)CN(CCCNC(=O)CN1N=C(c2ccc(Cl)cc2)CCC1=O)CC(C)C	-1	-5	8	11	8	-11	-16	-5	16	7	7
Oc1ccc(Br)cc1/C=N/NC(=S)NCCc1ccccc1	3	8	-8	15	5	-36	-20	5	6	2	-1
Fc1ccc(Oc2cc(N3CCOCC3)nc(-c3ccccc3)n2)c(F)c1	-11	5	8	-17	0	-27	-2	11	-4	5	-2
CN(C)c1ccc(C(=O)Nc2nnc(-c3ccc(Cl)cc3)o2)cc1	-6	-3	-36	14	-100	2	-38	-33	3	15	-8
COc1ccccc1-c1cnc(C(O)c2cc(Cl)cc(Cl)c2)[nH]1 (configuration not stated)	-26	-5	6	12	0	3	-13	9	3	nt	7
O=C(Nc1cccc(C(=O)O)c1)/C(=C\c1ccc(F)cc1)NC(=O)c1ccco1	16	-3	-2	-7	-13	-16	-28	-17	-9	5	-1
CN(CCc1cn[nH]c1)Cc1nc(Cc2ccccc2F)no1	1	-7	-5	-1	-7	-20	-18	2	25	4	21
CCOC(=O)[C@]12CCCC=C1N(Cc1ccc(Cl)cc1Cl)C(=O)[C@H](CC(=O)N1CCSCC1)C2	nt	nt	22	-10	0	nt	17	-7	3	nt	nt
CC(=O)c1c(C)[nH]c(C(=O)Nc2ccc(F)cc2F)c1C	-28	-22	-32	-30	-15	-27	-9	-16	-34	-8	10
O=C(COc1cccc(Oc2ccccc2)c1)Nc1ccc(SC(F)F)cc1	20	5	-31	4	-15	-30	-6	25	-10	-3	-28
CCn1ncc(Cl)c1C(=O)NC(C)c1ccccc1 (configuration not stated)	-20	-2	-4	-7	5	-9	-15	-4	2	-1	17
